PDI inh – inhibitors of human PDI, primary screen, biochemical, turbidity, single point, plate reader; inhibition, % at 10 µM; 350,000 tested, 0.052% active; PDI insulin aggregation turbidity, A650, 90 min; Protein disulfide-isomerase (Homo sapiens), P07237; AID 588391, 2011;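 active = mean inhibition across replicates of 30% or more, whatever share of single replicates reach that level; inconclusive = mean inhibition below 30% while every single replicate reaches 30%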;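 note: absorbance from insulin aggregation driven by PDI reduction with DTT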
Target sequence (P07237 whole entry, looked up): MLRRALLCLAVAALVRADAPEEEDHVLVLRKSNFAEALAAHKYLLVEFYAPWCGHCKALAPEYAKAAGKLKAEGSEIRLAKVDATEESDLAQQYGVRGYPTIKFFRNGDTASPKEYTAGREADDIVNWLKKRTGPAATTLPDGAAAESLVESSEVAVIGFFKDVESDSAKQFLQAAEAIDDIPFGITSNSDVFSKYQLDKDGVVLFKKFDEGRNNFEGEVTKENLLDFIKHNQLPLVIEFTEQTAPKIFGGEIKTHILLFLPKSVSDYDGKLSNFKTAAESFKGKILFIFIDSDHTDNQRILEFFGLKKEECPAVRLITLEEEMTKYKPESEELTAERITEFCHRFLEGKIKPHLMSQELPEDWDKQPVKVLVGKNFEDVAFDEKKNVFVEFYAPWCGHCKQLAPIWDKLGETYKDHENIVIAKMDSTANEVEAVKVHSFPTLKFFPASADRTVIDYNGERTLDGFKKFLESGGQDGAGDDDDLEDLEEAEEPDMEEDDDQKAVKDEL
Granule exo inh – LAMP-1 surface exposure blockers, TALL-104 cells – cell-based, flow cytometry, MLPCN library, primary screen; 360,000 tested, 0.66% active; AID 651702, 2012; inhibition, % at 10 µM; TALL-104 LAMP-1 surface exposure; cells stimulated with thapsigargin and PMA;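 active = inhibition above about 55%, limit read from the data; inconclusive = no clear call, values can overlap the other calls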
aDG glyco act – activators of alpha-DG glycosylation, primary screen, uHTS, Pro5-aDG cells, AlphaScreen. 360,000 tested, 0.22% active. activation, % at 10 µM. alpha-DG glycosylation AlphaScreen (IIH6); 0% Pro5, 100% B10-LARGE cell signal;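 active = activation of at least 8% versus controls, or a plate z-score of at least 8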;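 note: Pro5 are CHO cells carrying HIG-tagged alpha-DG that lacks glycosylation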
NR2E3 ag-1 – inhibitors of NR2E3-RetCOR corepressor binding, primary screen, NR2E3 agonist project, biochemical, TR-FRET, GST-NR2E3, biotin-RetCOR | 320,000 tested, 0.12% active | AID 2300, 2010 | inhibition of corepressor binding, % at 4.78 µM | 1536-well | Photoreceptor-specific nuclear receptor (Homo sapiens), Q9Y5X4;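 active = percent inhibition above the cutoff of mean plus 3 SD of all tested compounds, set per screening campaign, cut at about 20% in these data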;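 note: 0% = DMSO wells and 100% = biotin wells as full block of FRET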
Target sequence (Q9Y5X4 whole entry, looked up): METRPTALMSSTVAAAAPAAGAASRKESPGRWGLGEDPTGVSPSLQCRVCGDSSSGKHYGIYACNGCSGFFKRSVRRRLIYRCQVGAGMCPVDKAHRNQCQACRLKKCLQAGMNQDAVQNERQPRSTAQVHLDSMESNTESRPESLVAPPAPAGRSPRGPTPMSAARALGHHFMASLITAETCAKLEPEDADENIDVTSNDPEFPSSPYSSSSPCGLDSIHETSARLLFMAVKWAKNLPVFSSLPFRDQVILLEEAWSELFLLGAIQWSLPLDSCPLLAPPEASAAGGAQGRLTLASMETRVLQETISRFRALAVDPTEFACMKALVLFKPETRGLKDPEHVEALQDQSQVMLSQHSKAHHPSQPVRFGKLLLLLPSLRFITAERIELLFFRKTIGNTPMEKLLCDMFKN
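Material: NR2E3–RetCOR corepressor complex / Amount: 1.35 nM GST-NR2E3 / Medium: Tris pH 7.5 / Compound: single nominal compound dose of 4.8 µM / Incubation: 5 h at 4 °C / Technique: TR-FRET, Eu(K)-anti-GST donor, streptavidin-D2 acceptor, ex 340, em 617/671 nm / Read-out basis: percent loss of FRET ratio relative to control wells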
CaV13 ICDI inh – Primary screen for inhibitors of IQ motif and Ca2+-dependent inactivation inhibitor domain binding in CACNA1D, Förster resonance energy transfer in living cells, …. HEK cells, CFP/YFP FRET ICDI-IQ, plate reader, 10 min; percent FRET-ratio fall versus neutral wells. inhibition, % at 12.3 µM. 340,000 tested, 0.098% active. AID 743397;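 active = mean replicate inhibition of at least 30% and at least 1% of replicates passing that level; inconclusive = only one of the two criteria is met; inactive = neither criterion is met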;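 note: 0% = median of the neutral control wells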
MITF TRPM1 inh – inhibitors of MITF-dependent TRPM1 promoter reporter, primary screen, cell-based, SK-MEL-5, single point, luciferase. inhibition, % at 12.5 µM. SK-MEL-5 TRPM1 promoter luciferase, 24 h. AID 488899, 2010. 330,000 tested, 0.83% active;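 active = mean inhibition across replicates of 60% or more, whatever share of single replicates reaches that level; inconclusive = some that reach 60%, reason not given; inactive = mean inhibition across replicates below 60%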; note: values of inactives mirror those of a sister screen read the other way
HIF-2a inh – HIF-2a reporter inhibitors, primary screen, luminescence, 786-0 RCC cells. 786-0 RCC cells HIF-2a reporter, luciferase luminescence, overnight. inhibition, % at 18.8 µM. 360,000 tested, 0.72% active. AID 624352, 2012;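 active = inhibition of the luminescence signal of 40% or more relative to plate controls, in a single-dose primary screen at 18.75 µM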
Vif inh – HIV Vif self-association inhibitors, primary screen, imaging, HEK293T, single point. 340,000 tested, 0.35% active. HEK293T cells, Vif self-association by quenched fluorescence, 24 h. inhibition, % at 7.49 µM; in the data active = inhibition above about 50%, passing the limit was not always enough; inconclusive = no clear call, values can overlap the other calls; inactive = below about 31%; note: some results filed as inactive read as strong as hits
NR2E3 ag-2 – NR2E3 agonists in two-hybrid cells, primary screen, cell-based, luminescence, CHO-S, Gal4-NCOR/VP16-NR2E3. Photoreceptor-specific nuclear receptor (Homo sapiens), Q9Y5X4. luciferase. inhibition of corepressor binding, % at 3.98 µM. 360,000 tested, 0.35% active. AID 602229, 2012;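 active = inhibition above the mean of all tested compounds plus 3 SD, cut at about 70% in these data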;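 note: 0% = DMSO with NR2E3 transfected cells and 100% = cells lacking NR2E3 construct; higher means lower luciferase signal from less NR2E3 corepressor binding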
Peg3 promoter – Peg3 promoter-driven luciferase inhibitors, primary screen, cell-based, HeLa, luciferase luminescence. HeLa PEG-Prom luciferase reporter, overnight. 360,000 tested, 1.7% active. inhibition, % at 20 µM;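 active = inhibition of at least 50% at 20 µM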
iPSC survival up – enhancers of single-cell hiPSC survival, primary screen, ATPlite luminescence | 100% = ROCK inhibitor wells, 0% = DMSO | 360,000 tested, 0.044% active | survival enhancement, % at 20 µM; in the data active = survival enhancement above about 18%;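 note: cells exposed to compounds for 16 hours before the ATP read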
Active calls of the source: *; ? = inconclusive; · = not tested or not shown.

SMILES	PDI inh	Granule exo inh	aDG glyco act	NR2E3 ag-1	CaV13 ICDI inh	MITF TRPM1 inh	HIF-2a inh	Vif inh	NR2E3 ag-2	Peg3 promoter	iPSC survival up
O=C(Nc1cccc(NC(=O)c2ccccc2[N+](=O)[O-])n1)c1ccccc1[N+](=O)[O-]	7	-1	-0.1	5	·	11	5	10	-2	6	6.4
COC(=O)c1cnn(-c2nc(-c3ccccc3)cs2)c1N	11	-14	0.2	2	-19	-56	-174	-4	-137	-257	-0.7
Cc1ccc(OCC(=O)NC(=S)Nc2cccc(NC(=O)c3ccccc3)c2)cc1	9	0	-0.1	0	-6	10	1	19	-13	-24	0.3
CC(C)N(C(=S)Nc1cc(S(=O)(=O)N2CCOCC2)ccc1Cl)c1ccccc1	8	-2	-0.2	-1	-3	-4	18	-16	-2	9	1.0
Cc1csc(NC(=O)c2cn3ccccc3n2)n1	8	-1	-0.1	1	-4	54	53*	3	-72	69*	-0.9
CC(=O)NS(=O)(=O)c1ccc(N=c2ssc3c2-c2cc(C)c(C)cc2NC3(C)C)cc1	4	0	-0.6	0	-5	-1	20	-3	-6	0	5.3
CN(C)C(CNC(=O)CNC(=O)c1ccc2ccccc2c1)c1ccccc1 (stereo not given)	1	9	0.0	1	-4	0	10	1	-3	13	1.8
C/C(=N\NC(=O)CSCc1ccc([N+](=O)[O-])cc1)c1ccccc1O	-15	-1	0.4	-1	-9	11	21	-1	-40	21	-1.8
C=CCOc1ccc(CNc2ccc3[nH]c(=O)[nH]c3c2)cc1	2	-5	0.0	-2	5	1	-5	3	-19	4	-0.9
COc1c(C(=O)Nc2c(C)n(C)n(-c3ccccc3)c2=O)ccc2ccccc12	-6	-4	-0.1	1	-5	17	12	0	24	2	2.3
Cc1ccc(-c2nc3ccccc3c(=O)n2N)cc1	5	1	-0.1	-1	-22	-8	-16	-1	-27	-18	-0.6
O=[N+]([O-])c1cn(-c2nc(-c3ccco3)cc(C(F)(F)F)n2)cn1	-9	0	0.2	-3	-4	5	8	7	-22	0	1.8
CCN(CC(=O)Nc1ccc(NC(C)=O)cc1)C(=O)c1cccc(S(=O)(=O)N2CCCC2)c1	-3	-6	-0.1	-1	·	1	12	14	-15	15	0.0
O=C1CCCCC1(c1ccccc1)c1ccccc1	11	-7	-0.1	·	-9	-3	10	2	-27	5	-2.2
O=C(COC(=O)Cc1c[nH]c2ccccc12)NC1CCS(=O)(=O)C1 (stereo not given)	4	-2	-0.2	1	-5	15	8	3	0	7	0.4
O=C(COC(=O)c1ccc(Cl)nc1)NC(=O)c1ccc(OC(F)F)cc1	2	-3	0.0	4	-5	-3	0	0	-19	6	-0.5
CC(C(=O)N1CCN(C(=O)c2ccco2)CC1)n1sc2ccccc2c1=O (stereo not given)	-2	-3	0.2	0	-15	-6	-25	-3	-6	-3	-0.1
CC(C)c1ccc(CC(NC(=O)c2ccccc2)C(=O)NCC(=O)O)cc1 (stereo not given)	-2	1	0.1	5	-3	5	12	-4	21	2	-1.8
CCCOc1ccc(/C(O)=C2/C(=O)C(=O)N(CCCOC)C2c2ccncc2)cc1 (stereo not given)	-14	3	-0.4	1	·	-3	4	0	-20	8	-1.5
O=C(CCN1CCCCC1)Nc1cccc(Cl)c1	4	0	0.2	2	·	-4	15	3	-7	0	-1.9
C=CCNC1=C(Cl)C(=O)N(c2cccc(Cl)c2Cl)C1=O	-3	-2	-0.2	0	-7	7	11	7	-8	-9	0.8
Cc1nn(Cc2ccccc2)c(Cl)c1/C=C/C(=O)OC(C(=O)NC(N)=O)C(C)C (stereo not given)	15	0	0.1	2	5	14	22	?	-15	15	-1.6
Cc1ccc(-c2cnc(C(O)c3ccc(Cl)c(Cl)c3)[nH]2)cc1 (stereo not given)	7	1	0.2	·	-2	·	-3	5	-21	12	0.0
Cc1ccc(C(=O)Nc2ccc(S(=O)(=O)NCc3ccco3)cc2)cc1	-2	0	-0.2	1	-9	-28	-61	4	-13	-36	2.1
CC(=O)Nc1cccc(NC(=O)CSc2nc3ccccc3o2)c1	-9	-1	-0.2	0	-7	8	-23	-2	-25	-43	1.1
COCCCNC(=O)CN(Cc1ccccc1)S(=O)(=O)c1ccccc1	5	2	0.3	1	-20	-5	26	-9	3	22	-0.7
Cc1cc(C)nc(N2C(=O)CC(Cc3ccccc3)C2=O)n1 (stereo not given)	3	-3	-0.2	4	-5	-2	9	4	-34	0	1.9
CCCCCCC[C@@H](C/C=C/CCC(=O)O)OC	-9	9	-0.1	·	-4	0	4	-5	9	-3	-2.0
COC(=O)c1cc(C#N)c(Oc2ccc(OC)cc2)nc1C	5	-1	-0.1	-3	·	-3	-1	2	-14	-5	2.0
Cc1[nH]nc2c1C(c1cnn(C)c1)C(C#N)=C(N)O2 (stereo not given)	-5	-5	0.5	-1	-4	-9	9	18	4	6	-0.6
O=Cc1cn(CCC(=O)O)nc1-c1cccc2ccccc12	0	-2	0.0	2	-4	0	9	0	-33	-9	0.3
O=[N+]([O-])c1cccc(-n2nnnc2CN2CCCCCC2)c1	-6	-3	2.0	2	-5	5	5	4	-5	20	1.5
CCc1ccc(-c2csc(NC(=O)C3=COCCO3)n2)cc1	-1	7	-0.3	2	-2	-77	-314	-3	-54	-405	-0.2
COc1ccc(-n2c(SCC(=O)Nc3nccs3)nnc2-c2ccoc2C)cc1	-3	-3	-0.3	-1	-4	-7	8	-2	-25	7	0.2
CC(=O)Nc1c(C(=O)O)[nH]c2ccccc12	-5	1	-0.1	3	·	20	11	-2	-37	17	-2.8
Oc1c(C(Nc2nc3ccccc3s2)c2ccco2)ccc2cccnc12 (stereo not given)	-1	11	0.5	7	-2	33	-231	-9	6	-67	-1.0
COC(=O)c1ccc(NS(=O)(=O)c2ccc3c(c2)n(C)c(=O)n3C)cc1	-4	3	0.2	-3	-21	12	16	-8	20	13	0.6
COc1ccc(C(=O)Nc2nncs2)cc1S(=O)(=O)N1CC(c2ccccc2)CC1=O (stereo not given)	·	-1	0.4	1	-2	-4	16	9	-35	5	2.0
CCCCc1ccc(-c2csc(/C(C#N)=C\c3ccco3)n2)cc1	10	-1	-0.5	-1	-26	-3	-90	51*	-7	-35	4.1
COCCNC(=O)C1CCCN(C(=O)c2ccc(F)c(C)c2)CC1 (stereo not given)	-61	4	-0.1	·	-4	·	8	-11	-3	-3	-3.1
CC(=O)Oc1cccc(N2C(=O)C3C(C2=O)C2C=CC3C23CC3)c1 (stereo not given)	6	-2	1.7	-1	-5	11	11	·	-14	1	12
COc1ccc2c(c1OC)C(=O)N(c1cccc(C)c1)C2=O	-3	-4	0.1	2	·	-14	-78	7	-14	-32	1.9
Cc1c(O)ccc(NS(=O)(=O)c2ccccc2)c1C	-1	0	0.2	4	-7	-7	5	-2	-15	6	0.0
Cc1cc(C(F)(F)F)nn1Cc1n[nH]c(=S)n1-c1ccc(F)cc1	-7	4	0.0	-3	-5	-14	6	4	-21	8	-1.5
O=C(CN1CCN(Cc2ccccc2)CC1)NCc1ccccc1Cl	2	-6	-0.2	5	-7	23	10	13	-9	11	-0.3
O=c1[nH]nc(-c2ccc(F)cc2)cc1Cc1ccc(F)cc1	3	-14	-0.1	-1	4	14	7	7	-32	3	-0.4
CNCC(O)Cn1c2c(c3ccccc31)CCCC2 (stereo not given)	0	5	0.2	2	-4	-15	10	-1	-7	19	2.7
O=C1OCC2=C1C(c1ccc(F)cc1)CC(=O)N2c1ccc(F)cc1 (stereo not given)	-4	0	-0.1	2	·	2	14	-2	6	3	-0.4

3 entries from above in a different format:
SMILES | PDI inh | Granule exo inh | aDG glyco act | NR2E3 ag-1 | CaV13 ICDI inh | MITF TRPM1 inh | HIF-2a inh | Vif inh | NR2E3 ag-2 | Peg3 promoter | iPSC survival up
O=[N+]([O-])c1cn(-c2nc(-c3ccco3)cc(C(F)(F)F)n2)cn1 | -9 | 0 | 0.2 | -3 | -4 | 5 | 8 | 7 | -22 | 0 | 1.8
CCN(CC(=O)Nc1ccc(NC(C)=O)cc1)C(=O)c1cccc(S(=O)(=O)N2CCCC2)c1 | -3 | -6 | -0.1 | -1 | · | 1 | 12 | 14 | -15 | 15 | 0.0
O=C1CCCCC1(c1ccccc1)c1ccccc1 | 11 | -7 | -0.1 | · | -9 | -3 | 10 | 2 | -27 | 5 | -2.2

(continued)
SMILES	PDI inh	Granule exo inh	aDG glyco act	NR2E3 ag-1	CaV13 ICDI inh	MITF TRPM1 inh	HIF-2a inh	Vif inh	NR2E3 ag-2	Peg3 promoter	iPSC survival up
Cc1ccccc1NC(=O)CSc1nnc2ccc(-c3ccncc3)nn12	3	0	0.5	-1	·	-14	17	0	5	4	-0.4
CCN(CC)S(=O)(=O)c1ccc(N2CCOCC2)c(NC(=O)C(C)Oc2ccc(F)cc2)c1 (stereo not given)	-5	7	0.0	2	-2	11	-1	11	16	23	0.6
N#Cc1c(NC(=O)c2cnccn2)sc2c1CCCC2	0	2	-0.3	-3	-3	-55	-236	-2	-161	-223	0.1
O=C(NCCN1CCOCC1)c1ccc2c(c1)N(Cc1ccccc1F)C(=O)CS2	-4	-2	0.1	-4	·	15	4	1	13	17	-1.5
Cc1cc(C)c2nc(SCC(=O)N3CCCCC3)c(C#N)cc2c1	20	-2	0.3	·	-6	2	4	·	-14	12	-3.6
Fc1ccc(C2CCCN2Cc2nc(Cc3ccccc3)no2)cc1 (stereo not given)	-1	2	0.1	-1	6	-1	8	-1	6	11	-0.5
Cc1ccc(OCCC(=O)OCC(=O)Nc2ccc3[nH]c(=O)[nH]c3c2)cc1	-3	-2	-0.1	-1	·	-7	15	3	-18	-4	-0.3
O=C(NCCN1CCOC1=O)C1CCC(=O)N(CCc2ccc(Cl)cc2)C1 (stereo not given)	5	10	-0.2	1	-6	4	7	0	23	8	-0.5
Cc1ccc(Cn2c(=N)n(CC(=O)c3ccc([N+](=O)[O-])cc3)c3ccccc32)cc1	12	55	0.1	-2	-9	98*	8	-2	-15	102*	-3.7
Cc1cccc(-n2cc(-c3ccccc3)[nH]c2=S)c1	3	-7	0.3	1	-7	-14	-224	-3	-64	-186	-0.1
COc1ccc(-c2cccc(NS(=O)(=O)c3cccc([N+](=O)[O-])c3)c2)nn1	2	4	0.2	-4	-3	-1	11	14	-4	10	0.9

Assay outcomes (PubChem BioAssay)
